AT treatment – potential ataxia-telangiectasia treatment; 0.19% of 320,000 active; Potency, µM (titrated, usually from 57.5 µM), inactives show at the highest dose activation, most hits filed as activators; […] A-T fibroblasts, KAP-1 phosphorylation AlphaLISA; neocarzinostatin DNA damage 30 min before lysis; further: potency means the concentration at half of the fitted maximal effect; % of control where 0% means no effect; nearly all actives have a fitted effect of over 45% in size
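ATM-like activity read as KAP-1 phosphorylation via AlphaLISA donor/acceptor antibody pairs after lysis and 6 hr at 25C. Cells were ATM-null patient fibroblasts ([…], hTERT), dosed 60 min, then exposed to the DSB inducer NCS for 30 min.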
TRPV1 agonist – activates the human vanilloid receptor TRPV1 | AID 540275 | TRPV1-expressing cells, Fluo-8 calcium influx, agonist mode | Q8NER1 | 0.19% of 320,000 active | activation, % at 8.33 µM; in the data active means activation above about 80%; inconclusive means between about 30% and that limit; further: 0% is about no effect
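TRPV1-expressing cells were cultured overnight at 35.5C and loaded with Fluo-8 calcium dye for 40 to 90 min at room temperature. After a 10 s baseline, compound was added and calcium influx was read kinetically for 3 min (ex 480/em 520 nm).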
ELG1 repair inh – ELG1-dependent DNA repair inhibition. HEK293T ELG1-luciferase reporter, luminescence, 16 h; DNA damage induced by 5-fluorouridine. 2.3% of 330,000 active. Potency, µM (highest dose often 46.1 µM), for inactives: top-dose activity change, negative = inhibition, actives largely listed as inhibitors. AID 504467; further: potency means the concentration at half of the fitted maximal effect; on the % scale 0 is the no-effect control and ±100 the full control effect; nearly all actives have a fitted effect of over 55% in size
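Luminescence from the luciferase reporter, measured 30 min after ONE-Glo reagent at room temperature, was the read-out. Beforehand, 2,000 cells per well were exposed for 16 hr at 37 °C to 5-fluorouridine together with compound or vehicle.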
TCR act – activators of T cell receptors; primary human leukocytes, anti-CD3, IL-2 HTRF, 48 h; Potency, µM (top dose mostly 9.22 µM), inactives show top-dose activation of IL-2 secretion, hits mostly activators; 330,000 tested, under 10 active; AID 504894; further: % of control where 0% means no effect
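Compounds are tested in HTS on primary human leukocytes co-incubated with a-CD3 beads for 48 hr. IL-2 output is measured by time-resolved FRET.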
TSG101-PTAP inh – blocks PTAP/TSG101 interaction to inhibit HIV-1 budding; Q99816; Fluorescence polarization, FITC-PTAP peptide / Tsg101 binding; Potency, µM (titrated, usually from 115 µM), for inactives: at the top dose activity change, negative = inhibition, most hits filed as inhibitors; 340,000 tested, under 10 active; AID 493005; active means well fitted inhibition curve with a large enough effect in the main read-out, with a control signal flat, not every such curve was filed as active; inconclusive means small, poorly fitted or top-dose-only effect, or effect the other way, or a change in a side signal; inactive means no such curve, though single readings can be large or run the other way; further: potency means the concentration at half of the fitted maximal effect; % of control where 0% means no effect
Target sequence (Q99816 whole entry, looked up): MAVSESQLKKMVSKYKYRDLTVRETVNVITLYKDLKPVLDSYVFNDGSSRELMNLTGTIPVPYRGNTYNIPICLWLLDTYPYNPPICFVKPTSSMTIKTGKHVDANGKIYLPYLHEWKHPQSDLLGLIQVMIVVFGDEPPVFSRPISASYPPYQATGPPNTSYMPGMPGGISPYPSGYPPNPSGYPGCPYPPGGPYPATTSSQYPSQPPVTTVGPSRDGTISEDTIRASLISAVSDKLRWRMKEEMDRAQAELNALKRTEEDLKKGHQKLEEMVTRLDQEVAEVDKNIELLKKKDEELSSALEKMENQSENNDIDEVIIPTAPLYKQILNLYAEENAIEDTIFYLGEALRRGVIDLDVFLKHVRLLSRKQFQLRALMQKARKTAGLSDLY
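Compounds were pin-transferred onto Tsg101 binding domain (10 uM final) in HEPES pH 7.5 buffer, then FITC-PTAP peptide was added at 50 nM final. After 20 min at RT, polarization reported peptide displacement across a qHTS concentration series.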
MLL CXXC-DNA inh – MLL CXXC-DNA interaction inhibition. Q03164. MLL-CXXC / FITC-HOXA9 DNA fluorescence polarization. 0.037% of 290,000 active. Potency, µM (highest dose often 115 µM), without a hit: at the top dose activity change, negative = inhibition, most hits filed as inhibitors; active means well fitted inhibition curve with a large enough effect in the polarisation, with a control signal flat, not every such curve was filed as active; inconclusive means small, poorly fitted or top-dose-only effect, or effect the other way, or a change in a side signal; inactive means no such curve, though single readings can be large or run the other way; the % refers to the polarisation; further: potency means the concentration at half of the fitted maximal effect
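Fluorescence polarization: 7 uM MLL-CXXC (stock) preincubated 5 min with compounds, then 50 nM fluorescein-HOX-A9 DNA (stock) added; 30 min ambient. Buffer 50 mM Tris-HCl pH 7.5, 50 mM NaCl, 1 mM DTT, 0.05% BSA.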
B2AR arrestin – agonists driving beta-arrestin recruitment to human beta2-adrenergic receptor | AID 492947 | beta-arrestin recruitment to beta2AR, cell-based reporter | 0.02% of 330,000 active | Potency, µM (top dose mostly 46.1 µM), for the others: at the top dose activation, hits mostly activators | P07550;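 further: potency means the concentration at half of the fitted maximal effect; 0% = DMSO controls and full agonism = EC100 isoproterenol or metaproterenol; nearly all actives have a fitted effect of over 65% in size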
Target sequence (P07550 whole entry, looked up): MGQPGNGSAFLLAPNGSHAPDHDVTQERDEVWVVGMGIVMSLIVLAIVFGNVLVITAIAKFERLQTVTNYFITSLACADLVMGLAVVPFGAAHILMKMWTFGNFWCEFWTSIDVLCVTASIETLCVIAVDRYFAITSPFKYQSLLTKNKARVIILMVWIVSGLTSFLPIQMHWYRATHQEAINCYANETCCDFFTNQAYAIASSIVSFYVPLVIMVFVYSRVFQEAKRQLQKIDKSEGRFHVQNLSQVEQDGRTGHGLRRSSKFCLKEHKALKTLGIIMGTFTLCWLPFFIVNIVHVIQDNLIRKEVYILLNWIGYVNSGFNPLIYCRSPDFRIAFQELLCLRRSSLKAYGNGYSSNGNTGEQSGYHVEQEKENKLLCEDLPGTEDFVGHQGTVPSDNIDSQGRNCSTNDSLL
p53 reactivator – mutant p53 re-activation in reporter cells; H1299 p53-A138V BP100-luciferase reporter, luminescence, 24 h; Potency, µM (top dose mostly 92.2 µM), for the others: top-dose activity change, positive = activation, actives largely listed as activators; 0.063% of 320,000 active; further: potency means the concentration at half of the fitted maximal effect; % of control where 0% means no effect; nearly all actives have a fitted effect of over 45% in size
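H1299 (p53-null), stable ts p53-A138V + BP100-Luc; 1000 cells/well, Opti-MEM/10% FBS; cpd 4 pt, 1:5; 24 h, 37 deg C, 5% CO2; detection reagent 10 min RT; luminescence.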
a7 integrin act – integrin-mediated muscular dystrophy alleviation activation; alpha7betagal myoblasts, beta-gal FDG fluorescence, 48 h; Potency, µM (highest dose often 38.3 µM), for the others: at the top dose activation, usual class: activators; 0.064% of 350,000 active; AID 624291;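 further: potency means the concentration at half of the fitted maximal effect; 100% = response of the positive control SU9516; nearly all actives have a fitted effect of over 60% in size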
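Alpha7betagal+/- myoblasts (passage 13) were plated 16-24 hr, then exposed to compounds (1:260 dilution of DMSO stock) for 48 hours at 37C. After MPER lysis, β-galactosidase reporter activity was read as FDG fluorescence (ex 480/em 540) after 30 minutes.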
BRCA1 expr act – BRCA1 expression activation; MCF7-BRCA1-FFLuc reporter, luminescence, 48 h; response scale: scaled: vehicle 0%, 10 µM genistein 100%; Potency, µM (highest dose often 46.1 µM), for the others: at the highest dose activation, usual class: activators; 1.1% of 380,000 active; AID 624202; further: potency means the concentration at half of the fitted maximal effect; nearly all actives have a fitted effect of over 80% in size; some results filed as inactive show a strong effect at the top dose
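Luminescence from a BRCA1-driven firefly luciferase in MCF7 cells was the read-out, taken 15 min after substrate addition following 48 h compound exposure at 37 °C. Data were normalized to a 10 microM genistein control and DMSO vehicle.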
Numbers without * were called inactive; ? = inconclusive; nt = no result given; & = joins results of further samples; [ ] = remark or other dose. Unless noted, the call rests on the fitted dose curve; in most records, active means well fitted curve in the direction sought with a large enough effect; inconclusive means small, poorly fitted or top-dose-only effect, or another doubt; inactive means no such curve, though single readings can be large; an effect the other way counts as inactive or inconclusive. This is a random part of the collection. Share with any hit: about 3.8%.

SMILES	AT treatment	TRPV1 agonist	ELG1 repair inh	TCR act	TSG101-PTAP inh	MLL CXXC-DNA inh	B2AR arrestin	p53 reactivator	a7 integrin act	BRCA1 expr act
CC(C)(CO)Nc1nc(N2CCCC2)nc(N2CCCC2)n1	-4%	2	-7%	9%[46.1 µM]	-5%	3%	0.2%	-10%	-38%	-21%
O=C(Nc1ccc(Cl)c(Cl)c1)C1C2C=CC3(O2)C1C(=O)N(CCN1CCCCC1)C3C(=O)NC1CCCCC1 (stereo not given)	5%	0	-6%	1%	-3%	39%[activator]	0.1%	-4%	-77%[inhibitor]	-30%
Cc1ccc(C(=O)Nc2ccccc2C(=O)NCC2CCCO2)cc1 (stereo not given)	2%	-1	?	-4%	1%	-7%	-0.4%	-3%	-26%	13%
CCN1CCN(c2ccc(S(=O)(=O)N3CCCCC3)cc2NC(=O)c2ccc([N+](=O)[O-])o2)CC1	6%	-4	?	0%	-2%	nt	0.5%	-11%	-53%[inhibitor]	-95%[inhibitor]
Cc1cccc(/C=C/c2onc(C)c2S(=O)(=O)N2CCC(C(=O)NC(C)(C)C)CC2)c1	7%	?	?	3%	-2%	nt	-0.5%	6%	14%	8%
CC1(C)Nc2ccccc2N(Cc2ccc([N+](=O)[O-])cc2)C1=O	1%	2	-3%	-3%	-2%	9%	0.0%	-4%	14%	-14%
NC(=O)CSC1=Nc2ccccc2C2=NC(c3ccccc3)C(=O)N12 (stereo not given)	1%	-2	13%	3%	-2%	3%	-0.1%	-1%	-8%	-23%
O=C(CCc1nnc2ccc(NCc3ccccc3Cl)nn12)NC1CCCCC1	-6%	1	3%	3%	-1%	32%[activator]	-0.5%	1%	11%	18%
Cc1ccc(OCC(=O)Nc2ccc3c(c2)OCCO3)cc1C	1%	12	?	-3%	-7%	-3%	-0.6%	10%	0%	28%
C=C(C(=O)c1ccccc1)C(C)C(=C)C(=O)c1ccccc1	28µM*	11	21µM*	-5%[46.1 µM]	-11%	-6%	-0.5%	-19%	-53%[inhibitor]	-101%[inhibitor]
CSc1c(CC(=O)Nc2ccccc2C(F)(F)F)n(Cc2ccccc2)c2ccccc12	1%	-2	2%	-3%[46.1 µM]	1%	4%	-1.0%	-5%	-22%	-22%
CCOC(=O)N1CCN(C(=O)CSc2nc3nc(C)cc(C)n3n2)CC1	-9%	nt	12%	-3%[46.1 µM]	-1%	nt	-0.2%	1%	0%	-14%
Cc1ccc(S(=O)(=O)NCC(=O)OCc2cc(=O)oc3c(C)c(C)ccc23)cc1C	-1%	1	9%	-2%	-4%	nt	-0.2%	12%	18%	1%
COc1ccc(CN=C(C)c2c(C(F)(F)F)[nH]n(-c3nc4ccccc4s3)c2=O)cc1	5%	3	?	-1%	-1%	7%	-0.1%	?	8%	70%
CCOc1ccc2nc(NC(=O)c3ccc(OC)c(S(=O)(=O)N4CCOCC4)c3)sc2c1	-2%	-2	13µM*	nt	-2%	-2%	0.4%	1%	13%	-72%
Cc1nn(CC(=O)Nc2ccc3c(c2)oc2ccccc23)c(=O)c2ccccc12	10%	6	-1%	2%	3%	21%	-0.6%	-9%	8%	-5%
O=C(Cn1cnc2c(OCc3ccccc3)ncnc21)NCCc1c[nH]c2ccccc12	6%	nt	-5%	-9%	-4%	nt	-0.1%	-4%	-5%	0%
CCN(CC)c1nc2n(c(=S)n1)CCS2	-1%	-1	-5%	-3%	-1%	-4%	-0.3%	-1%	22%	10%
COc1cccc(C=CC(=O)C=CC=Cc2ccccc2)c1	nt	nt	nt	-2%	-4%	nt	nt	nt	-16%	-5%
CCc1ccc(CNC(=O)C(=O)NCCc2ccc(OC)c(OC)c2)cc1	nt	nt	nt	7%	3%	nt	nt	nt	-17%	0%
Clc1ccc(-c2nnc3sc(-c4ccc(Br)o4)nn23)cc1	9%	2	15%	9%	?	10%	-0.3%	5%	-7%	-6%
CC(C)OCCCNC(=O)c1cn(C)c2ccc(S(=O)(=O)N(C)C3CCCCC3)cc2c1=O	13%	5	-27%	8%	0%	4%	0.0%	0%	0%	-22%
CCOC(=O)Cc1cc(=O)n2[nH]c(-c3ccccc3)cc2n1	0%	0	?	-8%[46.1 µM]	-3%	-3%	0.1%	14%	15%	10%
Cc1ccc(S(=O)(=O)N2CCC(=O)N(CCOC(=O)Nc3cccc(Cl)c3)CC2)cc1	1%	4	-24%	-1%	-3%	5%	-0.1%	4%	6%	0%
CC1(C)Cc2c(ccc3ccccc23)/C(=C/C#N)N1	18%	18	1%	-2%	-10%	-6%	0.1%	28%	7%	-10%

Other records
SMILES	AT treatment	TRPV1 agonist	ELG1 repair inh	TCR act	TSG101-PTAP inh	MLL CXXC-DNA inh	B2AR arrestin	p53 reactivator	a7 integrin act	BRCA1 expr act
O=C(CS(=O)(=O)c1ccccc1)Nc1ccccc1Br	nt	nt	nt	-1%	0%	nt	nt	nt	41%	97%
COc1ccc(N(CC(=O)Nc2ccc3c(c2)OCCO3)S(=O)(=O)c2c(C)nn(C)c2C)cc1	8%	nt	-12%	4%	-2%	12%	-1.0%	-3%	2%	-12%
CCCn1c(NC(=O)c2ccc(C)cc2)nc2ccccc21	1%	9	?	-3%	-8%	2%	0.0%	10%	-14%	-10%
COc1cc(S(=O)(=O)N2CCN(c3ccccc3F)CC2)c(OC)cc1Cl	nt	3	?	0%	-2%	1%	-0.9%	-3%	0%	0%
COc1ccc(CNC(=O)/C=C/C(=O)O)cc1	-9%	1	-19%	3%	-1%	-3%	-0.5%	-2%	-17%	1%
CSc1sc(-c2ccnc(SCCS(C)(=O)=O)n2)c(-c2ccccc2)c1C#N	1%	3	4.6µM*	1%	-2%	-6%	-0.6%	3%	8%	-32%
CCOc1ccc(NC(=O)c2cc(C)nc3ccccc23)cc1	13%	-2	-9%	1%	-1%	-15%	0.0%	2%	3%	1%
CCCN1CCN(CCCNC(=S)Nc2ccc3nc(N4CCN(CC)CC4)cc(C)c3c2)CC1	-6%	-2	?	5%	-1%	-6%	-0.9%	8%	-46%[inhibitor]	-12%
CCc1ccccc1N1C(=O)C2C3CC(=O)C(c4ccccc43)C2C1=O (stereo not given)	-1%	2	-12%	-2%	-5%	9%	-0.1%	-4%	24%	-3%
c1ccc2c(c1)ccc1[nH]c3c(c12)CCCC3	nt	nt	nt	8%	-3%	nt	nt	nt	1%	-1%
CCCn1nnnc1NCc1ccc(SC)cc1	2%	6	-18%	-9%	-3%	4%	0.3%	nt	?	-2%
Cc1ccc2c(C(=O)CN3CC(C)CC(C)C3)c(C)[nH]c2c1 (stereo not given)	-11%	6	5%	nt	nt	-3%	-1.1%	-6%	nt	nt
CCOC(=O)C1CCCN(Cc2c(Cl)cccc2Cl)C1 (stereo not given)	nt	9	nt	-1%	-1%	-1%	nt	nt	0%	1%
CCN(Cc1ccccc1)CC(O)COC(c1ccc(OC)cc1)c1ccc(OC)cc1 (stereo not given)	12%	9	-17%	1%	-3%	-5%	2.9%	-4%	-30%	-29%
Cc1cc(NC(=O)CNC(=O)C2CCCCC2)no1	14%	-2	9%	-1%	-4%	-6%	-0.2%	-6%	10%	-11%
CCOC(=O)c1c(C)[nH]c(C(=O)CSc2nnc(Nc3ccccc3F)s2)c1C	4%	4	?	-4%[46.1 µM]	-3%	-4%	-1.8%	-3%	-6%	0%
CC(=O)c1ccc(NC(=O)C(C)N2CCN(C/C=C/c3ccccc3)CC2)cc1 (stereo not given)	2%	1	?	1%	0%	-10%	-1.0%	2%	-5%	0%
OCc1nc2ccccc2n1CCCCOc1ccccc1	nt	nt	nt	-3%	-6%	nt	nt	nt	22%	15%
CCCNc1c(N)n(-c2ccccc2)c(=O)[nH]c1=O	nt	-1	12%	1%	-9%	8%	-0.3%	1%	16%	2%
CSc1ccc(/C=C/C(=O)NC(=O)c2ccccc2O)cc1	1%	5	?	7%	-5%	16%	-0.1%	6%	11%	13µM*
Cc1sc2nc3ccc(N4CCCC4)nn3c(=O)c2c1C	-5%	1	-7%	4%	-8%	-8%	-0.7%	3%	15%	56%
CCOC(=O)c1c(O)cc(C)[nH]c1=O	-14%&50%	-1&-4	2%&5%	-5%	2%	3%&-3%	-0.4%&-0.6%	2%&3%	-2%	-7%
CCC(=Cc1ccccc1O)c1ccncc1	nt	nt	nt	2%	-2%	nt	nt	nt	7%	-44%
C=CCOc1c(Br)cc(C2NC(=O)NC(C)=C2C(C)=O)cc1OCC (stereo not given)	-4%	1	6%	nt	-7%	1%	-0.8%	-1%	17%	-12%
CC(=O)Nc1ccc(C(=O)NCCCSc2ccccc2)cc1	nt	nt	nt	-3%	-3%	nt	nt	nt	-14%	-13%
CNCCOc1ccccc1OC(C)C	5%	2	-2%	-6%	0%	21%	-0.3%	?	-17%	26%
COc1ccc(Nc2nc(N)nc(CSc3nnc(C)s3)n2)cc1	1%	3	?	-1%[46.1 µM]	-9%	-13%	-0.1%	?	?	94%
